Sm TGR inh: blocks Schistosoma mansoni thioredoxin glutathione reductase | Q962Y6 | purified TGR, DTNB reduction, TNB absorbance 405 nm | Potency, µM (titrated, usually from 114 µM), inactives show top-dose activity change, negative = inhibition, most hits filed as inhibitors | 3% of 360,000 active | AID 485364; also: potency is read from the fitted curve at half-maximal effect; nearly all actives have a fitted effect of over 60% in size
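TGR 20 nM + NADPH 100 uM (dispensed conc.), cpd preinc 15 min RT; start with NADPH (500 uM addition) then DTNB (15 mM addition). Kinetic TNB absorbance, 405 nm filter. Four-parameter Hill fit across titration.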
FBPA Giardia inh: Giardia lamblia aldolase inhibition; 0.71% of 290,000 active; A8B2U2; Potency, µM (doses to about 59.6 µM), for inactives: at the top dose activity, negative = inhibition, hits mostly inhibitors; AID 2451; purified Giardia FBPA; also: potency is read from the fitted curve at half-maximal effect; nearly all actives have a fitted effect of over 55% in size
Target sequence (A8B2U2 whole entry, looked up): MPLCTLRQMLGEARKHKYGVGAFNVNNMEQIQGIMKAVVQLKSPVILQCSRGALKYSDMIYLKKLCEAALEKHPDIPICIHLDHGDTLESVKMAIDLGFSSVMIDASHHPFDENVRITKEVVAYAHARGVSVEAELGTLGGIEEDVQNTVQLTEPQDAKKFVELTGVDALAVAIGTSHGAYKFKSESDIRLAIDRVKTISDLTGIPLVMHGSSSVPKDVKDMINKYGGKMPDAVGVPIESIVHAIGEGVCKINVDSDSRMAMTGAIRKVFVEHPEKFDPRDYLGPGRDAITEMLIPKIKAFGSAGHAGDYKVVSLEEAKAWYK
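40 nM FBPA preincubated 10 min at RT with compound (up to 57.5 uM final), then substrate plus GAPDH/TPI/NAD/arsenate coupling and diaphorase/resazurin added. Fluorescence read after 20 min at RT, 525/598 nm.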
HCV inhibitor: blocks hepatitis C virus; Huh7.5.1 HCVcc-Cre infection, luciferase reporter, 44 h; Potency, µM (doses to about 41.8 µM), for the others: top-dose activity change, negative = inhibition, usual class: inhibitors; 3.4% of 340,000 active; AID 651820; also: potency is read from the fitted curve at half-maximal effect
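A cell-based infection assay in which seeded cells (1,000 per well) receive test compound after 4 h, are inoculated with HCVcc-Cre at approximately 0.5 moi, and are incubated 44 h before luminescence detection.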
AmpC no deterg: blocks E. coli AmpC beta-lactamase in detergent-free assay | P00811 | AmpC nitrocefin hydrolysis, absorbance 480 nm, 0.0001% Triton | Potency, µM (doses to about 57.1 µM), for the others: top-dose activity change, negative = inhibition, most hits filed as inhibitors | 0.52% of 330,000 active;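 also: potency is read from the fitted curve at half-maximal effect; plate controls were no compound for no effect and no enzyme for full effect; nearly all actives have a fitted effect of over 20% in size; some results filed as inactive show a strong effect at the top dose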
Target sequence (P00811 whole entry, looked up): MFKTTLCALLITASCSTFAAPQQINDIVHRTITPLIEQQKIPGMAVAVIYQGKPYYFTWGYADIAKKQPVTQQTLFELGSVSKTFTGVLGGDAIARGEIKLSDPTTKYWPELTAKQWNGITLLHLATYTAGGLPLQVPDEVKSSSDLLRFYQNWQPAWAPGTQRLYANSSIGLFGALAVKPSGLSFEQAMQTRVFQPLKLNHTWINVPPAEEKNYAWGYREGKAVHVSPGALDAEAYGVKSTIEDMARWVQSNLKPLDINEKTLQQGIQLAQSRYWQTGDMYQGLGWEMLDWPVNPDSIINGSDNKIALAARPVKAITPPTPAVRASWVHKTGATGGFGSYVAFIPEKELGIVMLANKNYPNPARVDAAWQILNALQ
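20 mM phosphate pH 7.0 + 0.01% (detergent screen) or 0.0001% Triton X-100; 5.3 nM AmpC reagent; cpd preinc 15 min RT; nitrocefin (800 uM stock) to start; A480 q20 s × 4 min; Activity was normalised to no-enzyme and no-compound control wells.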
AmpC inh detg: inhibitors of E. coli AmpC beta-lactamase with detergent | AID 485294 | AmpC hydrolysis of nitrocefin, absorbance 480 nm, 0.01% Triton | P00811 | Potency, µM (doses to about 114 µM), inactives show at the highest dose activity change, negative = inhibition, actives largely listed as inhibitors | 0.041% of 370,000 active;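 also: potency is read from the fitted curve at half-maximal effect; 0% = no-compound wells and -100% = no-enzyme wells; nearly all actives have a fitted effect of over 25% in size; some results filed as inactive show a strong effect at the top dose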
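20 mM phosphate pH 7.0 + 0.01% (detergent screen) or 0.0001% Triton X-100; 5.3 nM AmpC reagent; cpd preinc 15 min RT; nitrocefin (800 uM stock) to start; A480 q20 s × 4 min; Activity was normalised to no-enzyme and no-compound control wells.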
HCMV antiviral: inhibitors of human cytomegalovirus | 4.5% of 410,000 active | HFF cells, HCMV-luciferase reporter, 72 h; active compounds read low | activity change, negative = inhibition, % at 57.5 µM; in the data active = activity change below about -60%; inconclusive = no clear call, values can overlap the other calls; inactive = above about -39%
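Steps: HFFs plated, 16 h 37C; compounds added; HCMV-luciferase added to MOI 1 PFU/cell; 72 h 37C; OneGlo reagent, 5 min room temperature; luminescence read, normalized to controls.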
Starred values were filed as active, the others as inactive; ? = inconclusive; · = not tested or not shown; & = joins results of further samples; [ ] = dose if it differs, or a comment. Unless noted, calls follow the shape of the dose curve; as a rule, active = well fitted curve in the direction sought with a large enough effect; inconclusive = small, poorly fitted or top-dose-only effect, or another doubt; inactive = no such curve, though single readings can be large; an effect the other way counts as inactive or inconclusive. Unless noted, % is scaled to controls: 0 for no effect and ±100 for the full control effect.

Below each compound: Sm TGR inh | FBPA Giardia inh | HCV inhibitor | AmpC no deterg | AmpC inh detg | HCMV antiviral
- O=C(NC12CC3CC(CC(C3)C1)C2)N1CCN(c2nc(-c3ccccc3)cs2)CC1
 : 14% | · | -24% | -9% | 1% | -17
- CCn1c(SCC(=O)NCc2ccco2)nnc1-c1cccs1
 : 10µM* | -15% | -8% | 8% | -3% | -27
- CCOc1ccc2[nH]c3c(NCCN(CC)CC)ncnc3c2c1
 : 0% | -6% | -2% | -9% | -5% | 17
- CCOc1cc(C(=O)Nc2cc(OC)cc(OC)c2)ccc1OCC(=O)N1CCOCC1
 : 1% | · | ? | 101%[activator] | -12% | -9
- CCCCNC(=O)Nc1c(C(=O)OC)[nH]c2ccc(C)cc12
 : 2% | 5% | 3% | -11% | 2% | 25
- CCOc1ccc(S(=O)(=O)Nc2cc(C)ccn2)c2ccccc12
 : -23% | 4% | ? | -17% | ? | -16
- CSc1ccc(-c2cc(=O)c3ccccc3o2)cc1
 : 0% | -5% | ? | -2% | 0% | -72*
- CCOC(=O)c1cc(OC(=O)c2cc(OC)cc(OC)c2)n(-c2ccccc2)n1
 : 7% | · | · | · | ? | -12
- Nc1nc(N)nc(-c2ccccn2)n1
 : 14% | -6% | 14% | -6% | -2% | ?
- O=C1CC(Sc2ccc(Cl)cc2)C(=O)N1c1ccc2c(c1)OCCO2 (stereo unspecified)
 : 4µM* | 1% | 6% | -4% | 5% | 21
- CC(=O)N/C(=C\c1cccc([N+](=O)[O-])c1)C(=O)NC(C)C
 : -5% | -1% | 16% | -19% | 1% | -14
- Cc1nnc(SCC(=O)c2cc(C)n(-c3ccc4c(c3)OCO4)c2C)s1
 : 0% | ? | 11µM* | 0% | ? | -66*
- Cc1cccc(NC(=O)Cn2cccc2)c1
 : -1% | 2% | · | -14% | 0% | 10
- COC(=O)C1=C(c2cccc(OCc3ccccc3)c2)C[C@@H]2CC[C@H]1N2C(=O)NCc1ccccc1OC
 : 1% | · | ? | 0% | -7% | -88*
- COc1cc(C)nc(Oc2ccc(/C=N/O)cc2)n1
 : 16% | 5% | 4% | -5% | ? | -6
- Cc1ccc(C2NNC(=O)C2NC(=O)c2ccccc2)cc1 (stereo unspecified)
 : -18% | ? | 1% | -35% | ? | -16
- CCN1CCN(C(=O)Nc2cc(Cl)ccc2OC)CC1
 : · | -2% | -29% | -9% | -13% | -26
- O=C1/C(=C/c2ccccn2)SC(=S)N1c1cccc(O)c1
 : -2% | -6% | -15% | ? | -3% | ?
- CCOC(=O)C1(CCOc2ccccc2)CCN(Cc2cccn2-c2cccnc2)CC1
 : -32% | 0% | ? | 80%[activator] | -4% | -72*
- CC1CCCC(NC(=O)COC(=O)/C=C/c2ccc3c(c2)OCO3)C1C (stereo unspecified)
 : -11% | -1% | 14% | -18% | -8% | 27
- O=C(N/N=C/c1cccs1)c1ccc(-n2cccc2)cc1
 : -3% | 1% | -19% | -29% | -4% | ?
- COc1ccc2nc(NC(=O)CN(c3ccc(C)cc3)S(=O)(=O)c3c(C)nn(C)c3C)sc2c1
 : -5% | -8% | ? | 107%[activator] | ? | -6
- COc1cc(C(C)=O)ccc1OCC(O)CN(CCO)Cc1ccccc1 (stereo unspecified)
 : 4% | 2% | 4% | -2% | ? | -28
- CN1CCCN(C(=O)c2cc(-c3ccc(Cl)c(Cl)c3Cl)nc3ccccc23)CC1
 : -13% | -5% | ? | 194%[activator] | 2% | -5
- Cc1ccc(C(C)C)c(OCC(=O)Nc2ccc(N3CCN(S(C)(=O)=O)CC3)cc2)c1
 : 0% | -2% | -19% | 5% | ? | -6
- Cc1ccc2c(c1)N(C(=O)CSc1nncn1C)C(C)(C)c1ssc(=S)c1-2
 : 1% | 1% | 10µM* | 146%[activator] | ? | 7
- O=C(Cc1c(F)cccc1Cl)Nc1nc2ccccc2s1
 : -23% | -7% | ? | -36% | 2% | -28
- COc1ccc(OC)c(NC(=O)NNC(=O)c2cc3occc3[nH]2)c1
 : -20% | 1% | 17% | -30% | ? | -24
- COc1ccc(/C=C/C(=O)OCC(=O)N2CC(=O)Nc3ccccc32)cc1S(=O)(=O)N1CCOCC1
 : -6% | 5% | 6% | 65%[activator] | 1% | 26
- COc1cc(/C=C2/C(=O)NN(c3ccccc3)C2=O)cc(Br)c1O
 : 3% | -15% | 5% | -27% | -3% | 49

The list continues.
Below each compound: Sm TGR inh | FBPA Giardia inh | HCV inhibitor | AmpC no deterg | AmpC inh detg | HCMV antiviral
- Cc1c(Cl)cccc1NC(=O)CSc1nnc(C)n1CC1CCCO1 (stereo unspecified)
 : -3% | 9% | 8% | 0% | 0% | 2
- COc1ccc(C(=O)Nn2c(SCC(=O)NCC3CCCO3)nc3ccccc3c2=O)cc1 (stereo unspecified)
 : 2% | 16% | -9%&5% | -4% | 2% | ?
- COc1ccc(OC)c(N/C=C/C(=C(C#N)C#N)N(C)C)c1
 : 1% | -4% | ? | -23% | 5% | -68*
- c1ccc(CSc2nnc(-c3ccco3)c(-c3ccco3)n2)cc1
 : 2.8µM* | ? | 4% | -49% | 1% | ·
- COCCNc1nc2nonc2nc1N1CCCC1c1nccs1 (stereo unspecified)
 : ? | -19% | 3% | -27% | 4% | 12
- N#Cc1ccc(NC(=O)COC(=O)C2=COCCO2)cc1
 : 12% | 12% | -7% | -15% | -1% | -10
- COc1ccc(CCCC(=O)Nc2cc(C)ccc2OC)cc1
 : 0% | -2% | -19% | -20% | 1% | -29
- COc1cc(/C=C/c2ccc3cccc([N+](=O)[O-])c3n2)ccc1OCC#N
 : -3% | -3% | 4.5µM* | ? | -10% | -93*
- S=C(Nc1ccccc1)N1CCCCC1
 : 5% | -7% | -9% | 0% | -1% | -4
- O=C(NCC(=O)N(c1ccccc1)C(C(=O)NC1CCCCC1)c1ccncc1)c1ccco1 (stereo unspecified)
 : -3% | 1% | -2% | -4% | -11% | -25
- COc1ccc(CCNc2nc(N3CCCCC3)nc(N3CCCCC3)n2)cc1OC
 : 10% | -2% | 22µM* | 109%[activator] | -11% | -14
- Cc1ccccc1OC(=O)C1C(c2ccccc2)C(C(=O)O)C1c1ccccc1 (stereo unspecified)
 : 5% | 19% | 22% | -22% | ? | 19
- Cn1cnc([N+](=O)[O-])c1SCC(O)CCl (stereo unspecified)
 : -6% | 4% | 21% | -6% | ? | 31
- O=C1/C(=C\c2ccc(-c3ccccc3[N+](=O)[O-])o2)C(c2ccccc2)=NN1c1ccccc1
 : 3% | -3% | -15% | -34% | 3% | -31
- COC(=O)c1cc(NC(=O)c2cc(-c3ccc(OC)cc3)oc2C(F)(F)F)ccc1N1CCOCC1
 : 0% | -14% | 7.1µM* | 115%[activator] | 2% | -25
- CC1CC(C)CN(C(=O)c2cc(S(=O)(=O)N3CCCCC3)ccc2Cl)C1 (stereo unspecified)
 : -1% | · | ? | 35% | -12% | -24
- O=C(NCc1ccc(Cl)cc1)c1cc2c(nc3sccn32)s1
 : -7% | -18% | ? | -36% | -12% | -24
- O=C(Cc1ncc(C(F)(F)F)cc1Cl)NCCc1ccccc1
 : 1% | 0% | -9% | -10% | -3% | -21
- CCCC(=O)NCCc1nc2ccccc2n1CCC
 : -1% | 1% | -15% | -7% | ? | 3
- O=C(c1ccccc1Nc1ccc(SC(F)F)cc1)N1CCCCC1
 : -10% | 0% | 21% | -2% | 1% | -8
- CCOc1ccc(N(CC(=O)Nc2ccc(OC)cc2)C2=NC3CS(=O)(=O)CC3S2)cc1 (stereo unspecified)
 : 1% | 13µM* | 17% | -4% | -8% | -5
- C#CCOc1ccc(/C=N/O)cc1Cl
 : 6% | -1% | 13% | -7% | -9% | -11
- CCOc1ccc(NC(=O)CN(C)C(=O)c2ccc(N3CCCCCC3)c([N+](=O)[O-])c2)cc1OCC
 : 3% | · | ? | 112%[activator] | -4% | -3
- COc1ccccc1NC(=O)CCCn1c(=S)[nH]c2ccccc2c1=O
 : 13% | 0% | -5% | -53% | 2% | -13
- CC(C)NC(=O)Nc1ccc2c(c1)C(=O)N([C@H](C)CO)C[C@H](C)[C@@H](CN(C)C(=O)Nc1ccccc1)O2
 : · | · | 8% | -17% | · | -12
- CCN(CC(=O)Nc1ccccc1C(F)(F)F)C(=O)c1cc(S(=O)(=O)N(C)C)ccc1N1CCCC1
 : -30% | 3% | -18% | 95%[activator] | 2% | 8
- Brc1ccc2c(c1)CN1CCCC1=N2
 : 11% | -8% | ? | -12% | 2% | 153
- O=C(CSc1cn(CC(=O)N2CCCCC2)c2ccccc12)NCc1ccccc1
 : -6% | · | · | · | -1% | -8
- O=C(CN1C(=O)NC2(CCCCC2)C1=O)NCCc1c[nH]c2ccccc12
 : -1% | · | 2% | -9% | -1% | 33
- CCOC(=O)c1c(C)[nH]c(C(C)=NNC(=O)Cn2nc(C)cc2C)c1C
 : · | · | ? | -43% | · | -36

A second format for some results above.
| Compound | Sm TGR inh | FBPA Giardia inh | HCV inhibitor | AmpC no deterg | AmpC inh detg | HCMV antiviral |
| --- | --- | --- | --- | --- | --- | --- |
| CCOc1ccc(NC(=O)CN(C)C(=O)c2ccc(N3CCCCCC3)c([N+](=O)[O-])c2)cc1OCC | 3% | · | ? | 112%[activator] | -4% | -3 |
| O=C(NCC(=O)N(c1ccccc1)C(C(=O)NC1CCCCC1)c1ccncc1)c1ccco1 (stereo unspecified) | -3% | 1% | -2% | -4% | -11% | -25 |
| S=C(Nc1ccccc1)N1CCCCC1 | 5% | -7% | -9% | 0% | -1% | -4 |
| Brc1ccc2c(c1)CN1CCCC1=N2 | 11% | -8% | ? | -12% | 2% | 153 |
| COc1ccc(CCNc2nc(N3CCCCC3)nc(N3CCCCC3)n2)cc1OC | 10% | -2% | 22µM* | 109%[activator] | -11% | -14 |

Other compounds follow:
Below each compound: Sm TGR inh | FBPA Giardia inh | HCV inhibitor | AmpC no deterg | AmpC inh detg | HCMV antiviral
- O=c1[nH]c(C2CCN(S(=O)(=O)c3ccccc3)CC2)nc2c1nnn2Cc1ccc2c(c1)OCCO2
 : -24% | · | 3% | 14% | 3% | 1
- CC1(C(=O)c2ccccc2)C2c3c(ccc4ccccc34)OC(=O)C21C(=O)N1CCOCC1 (stereo unspecified)
 : 1% | -2% | 24% | 97%[activator] | -5% | 43
- CNc1c([N+](=O)[O-])cnn1-c1ccccn1
 : · | 2% | 4% | -16% | 1% | -22
- Brc1ccc(OCCCCCN2CCOCC2)cc1
 : -5% | ? | ? | 48% | ? | -10
- CC(=O)Nc1ccc(NC(=O)c2cccc3ccccc23)cc1
 : -1% | -3% | 1% | -16% | -2% | 7
- O=C(CN1CCC(NC(=O)c2ccccc2F)CC1)Nc1ccc2c(c1)OCO2
 : 41%[activator] | 2% | 13% | -3% | 5% | ?
- Cc1c(C)c2cc(Cl)c(OCC(=O)NC3CC(C)(C)NC(C)(C)C3)cc2oc1=O
 : 1% | · | ? | -2% | 1% | 28
- NC(=S)NNC(=O)C12CC3CC(CC(C3)C1)C2
 : 8% | -3% | -8% | -40% | 2% | 11
- Cc1cc(C)nc(SCC(=O)c2ccc(O)cc2O)n1
 : -18% | -3% | 2% | -26% | -8% | -32
